# VCAM1 TNFa inh – inhibitors of TNFa-induced VCAM1 expression, primary screen, imaging, HUVEC, TNFa stimulus, immunofluorescence. HUVEC TNFa-induced VCAM-1 immunofluorescence, high-content imaging. inhibition, % at 2 µM. 0.48% of 95,000 active. AID 802, 2007;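 active = inhibition above the batch mean plus 3 SD, with images confirmed as a hit by eye, cut at about 37% in these data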;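 also: 0% = TNF-stimulated DMSO wells and 100% = unstimulated control wells; not every result past the cut was called active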
# PTK2B oligo ant – antagonists of Pyk2 self-association, primary screen, Q293 cells, FERM NanoBiT luminescence, HTS; hits give low values; z-score (the deposit names both 25 µM and 10 µM); AID 1347419, 2020; 0.83% of 99,000 active; Protein-tyrosine kinase 2-beta (Homo sapiens), Q14289;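 active = Z-score of -3 or lower, scaled per plate to the spread of control and sample wells; inactive = z-score above -3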;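 also: negative z-score means lost luminescence so less FERM oligomerization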
# ERa coact inh – ERα–SRC-1 coactivator interaction inhibitors, primary screen, biochemical, TR-FRET, ERα LBD, estradiol-bound; TR-FRET ER-alpha LBD / SRC-1 peptide; inhibition, % at 25.6 µM; 1.7% of 86,000 active; AID 629, 2007; in the data active = inhibition above about 50%;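 also: 0% = receptor plus peptide control and 100% = peptide only without receptor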
# TNFa cytotox – cytotoxicity in TNFa-stimulated HUVEC, primary screen, cytotoxicity control for VCAM1 expression modulator project, imaging, Hoechst nuclei count; HUVEC TNFalpha-stimulated, Hoechst cell count; cell count reduction, % at 2 µM; 0.17% of 93,000 active; AID 848, 2007;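 active = cell count reduction exceeding the screen mean by over 5 SD, scaled to untreated wells per plate, cut at about 78% in these data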;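 also: cells counted after 24 h of TNF alpha exposure following the 1 h pretreatment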
# PTPN22 inh 2 – PTPN22 phosphatase inhibitors, primary screen, biochemical, DiFMUP fluorescence, 2 µM. Tyrosine-protein phosphatase non-receptor type 22 (Homo sapiens), Q9Y2R2. recombinant LYP catalytic domain. inhibition, % at 2 µM. 0.21% of 96,000 active. AID 640, 2007;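 active = inhibition at 2 µM at or above a set limit, the screen mean plus 3 SD, cut at about 24% in these data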;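 also: 0% = DMSO with enzyme and 100% = enzyme fully blocked by orthovanadate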
# Target sequence (Q9Y2R2 whole entry, looked up, the tested form may be a part): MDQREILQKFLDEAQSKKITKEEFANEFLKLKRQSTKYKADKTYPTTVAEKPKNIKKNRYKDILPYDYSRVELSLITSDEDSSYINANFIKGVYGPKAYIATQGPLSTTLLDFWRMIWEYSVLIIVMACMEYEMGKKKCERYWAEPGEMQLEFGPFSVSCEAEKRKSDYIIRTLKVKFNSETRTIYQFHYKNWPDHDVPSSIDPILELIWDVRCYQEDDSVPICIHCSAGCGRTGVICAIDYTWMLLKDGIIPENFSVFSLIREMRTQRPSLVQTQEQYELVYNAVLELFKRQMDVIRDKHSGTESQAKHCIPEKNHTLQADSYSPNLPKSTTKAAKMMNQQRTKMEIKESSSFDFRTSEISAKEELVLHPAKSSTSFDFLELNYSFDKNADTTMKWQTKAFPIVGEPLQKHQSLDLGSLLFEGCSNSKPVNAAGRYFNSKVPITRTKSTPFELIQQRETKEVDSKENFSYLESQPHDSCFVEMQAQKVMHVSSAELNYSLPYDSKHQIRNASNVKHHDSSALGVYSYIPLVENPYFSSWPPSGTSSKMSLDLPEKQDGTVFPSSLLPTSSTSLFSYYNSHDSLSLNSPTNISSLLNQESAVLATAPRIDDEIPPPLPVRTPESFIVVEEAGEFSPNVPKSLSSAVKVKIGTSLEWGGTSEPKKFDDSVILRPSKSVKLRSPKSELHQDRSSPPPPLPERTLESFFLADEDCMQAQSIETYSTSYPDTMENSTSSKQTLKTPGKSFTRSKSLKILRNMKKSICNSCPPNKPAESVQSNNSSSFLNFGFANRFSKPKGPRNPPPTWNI
# FAK blocker – FAK kinase inhibitors, primary screen, biochemical. Focal adhesion kinase 1 (Homo sapiens), Q05397. biochemical FAK kinase activity assay. inhibition, %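 (tested at 7 µM)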. 0.84% of 97,000 active. AID 727, 2007; in the data active = inhibition above about 19%;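 also: 0% = DMSO and 100% = reference compound high control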
# F-actin modifier – modifiers of F-actin cytoskeleton organization, primary screen, imaging, HUVEC, phalloidin staining, high-content imaging | 0.18% of 91,000 active | HUVEC TNFa F-actin phalloidin imaging | inhibition, % at 2 µM;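 active = inhibition above the batch mean plus 3 SD and confirmed as a hit by visual image inspection, cut at about 30% in these data, passing the limit was not always enough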; also: strong numbers were not always called active
# HUVEC tox IL1B – cytotoxicity in IL-1B stimulated HUVEC, primary screen, cytotoxicity control for IL-1B NFkB translocation project, imaging, Hoechst nuclear count, IL-1B stimulus. 0.41% of 94,000 active. HUVEC cell count loss. cell count reduction, % at 2 µM;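 active = cell count reduction more than 3 SD above the screen-wide mean, cut at about 70% in these data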;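 also: normalized per plate to untreated control cells as the no-loss baseline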
# PTPN22 act – LYP phosphatase activators, primary screen, biochemical, DiFMUP fluorescence, 2 µM; recombinant LYP; 0 = plate median, 100 = signal doubled; activation, % at 2 µM; 0.11% of 96,000 active; AID 697, 2007;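 active = activation at 2 µM above a set limit, the mean plus 5 SD, cut at about 37% in these data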
# The depositor's hits bear a star; . = not tested or not shown; [ ] = remark or other dose.
SMILES,VCAM1 TNFa inh,PTK2B oligo ant,ERa coact inh,TNFa cytotox,PTPN22 inh 2,FAK blocker,F-actin modifier,HUVEC tox IL1B,PTPN22 act
CCOC(=O)c1ccc2c(c1)N(CC)/C(=C\C=C1/SC(=S)N(CC)C1=O)N2CC,10,.,-54[fluorescence artefact?],-11,0,-2,6,-27,0
Cc1cc(C(F)F)n2nc(C(=O)Nc3ccccc3F)nc2n1,-14,0.1,.,-18,15,4,11,-56,-12
CCCN1C2=NCCCN2c2ccccc21,16,1.6,35,7,-10,-6,4,-4,12
O=C(Nc1ccc2ccccc2c1)c1cnccn1,10,0.29,38[fluorescence artefact?],12,-1,3,1,-2,-1
O=C(NCCCn1ccnc1)c1ccc2c(c1)OCCO2,12,0.1,-7,-30,-10,0,2,8,9
O=C(CC1Sc2ccccc2NC1=O)OCC(=O)N1CCc2ccccc21 (configuration not stated),-2,0.45,-4,5,-9,13,-25,5,6
COc1ccc(S(=O)(=O)N2c3cc(C)ccc3OCC2C(C)(C)C)cc1 (configuration not stated),8,0.02,.,-2,0,1,-3,-1,2
CC1(C)CC2CC(C)(CN2CC(=O)C(C#N)c2ccccc2)C1 (configuration not stated),5,-0.42,-1,33,7,6,-18,-12,-6
CN(C)CCCOC(=O)Cc1ccc(Cl)cc1,0,0.6,-4,-15,-6,-1,-4,-19,5
Cc1nc(SCC(=O)Nc2ccc(N3CCOCC3)cc2)nc(C)c1C,16,0.79,4,-11,-11,4,-12,0,13
COc1ccc(Br)cc1C(=O)Nc1ccc(O)cc1,-4,-0.28,-6,0,-12,5,10,-38,8
CCOC(=O)CN1c2ccccc2NC(=O)CC1C (configuration not stated),33,.,-5,5,4,-3,-8,-1,-4
Cc1ncc(S(=O)(=O)c2ccccc2)c(-c2ccccc2)n1,-1,0.09,7,-62,-10,1,.,-1,12
CN(C)C(=O)Cn1c(SCC(=O)NC2CCCCC2)nc2ccccc21,-1,0.08,-2,-34,-4,6,26,-13,7
Cc1cc(C)c(S(=O)(=O)O)c(C)n1,-61,0.63,9[fluorescence artefact?],-27,5,-2,21,-3,-7
CC(NC(=O)c1ccco1)c1cccc2ccccc12 (configuration not stated),15,-0.55,-1,-2,-10,2,-7,78*,7
O=C(CSc1nnc(-c2cccnc2)n1CCc1ccccc1)NCc1ccccc1,-1,0.09,-18,-48,10,1,10,14,-10
Cc1nc2ccc(S(=O)(=O)NC(C(=O)N3CCC(C)CC3)C(C)C)cc2s1 (configuration not stated),14,.,-4,-19,-3,4,-18,-2,2
C=CCn1c2ccccc2c2nnc(SCC(=O)Nc3cc(C)on3)nc21,18,-0.42,15[fluorescence artefact?],16,12,-1,.,12,-10
COc1cc(OC)c(OC)cc1CN(C)C(c1ccccc1)c1nnnn1-c1ccccc1C (configuration not stated),-6,-0.69,.,-9,-5,1,-19,-15,9
COc1ccc(C2C(C(=O)NCc3ccco3)CCC(=O)N2c2ccc(OC)cc2)cc1 (configuration not stated),0,1.3,-5,-14,-10,-4,-19,-40,9
CCc1cc2c(=O)c(-c3cnn(-c4ccccc4)c3)coc2c(CN2CCOCC2)c1O,-9,-0.71,-3,3,-5,6,-30,-28,2
CN(C)C(CNc1nnnn1-c1ccccc1)c1ccco1 (configuration not stated),-55,0.49,11,-6,10,-7,7,-50,-14
Cc1ccc(C2C(C#N)=C(N)SC(N)=C2C#N)o1,-5,.,50[fluorescence artefact?],-15,-3,2,3,-19,3
O=C(NCCO)c1cccc(Cl)c1,10,-0.45,-7,-25,9,-1,7,-4,-10
# (more compounds)
SMILES,VCAM1 TNFa inh,PTK2B oligo ant,ERa coact inh,TNFa cytotox,PTPN22 inh 2,FAK blocker,F-actin modifier,HUVEC tox IL1B,PTPN22 act
O=C(CCc1nc(-c2ccccc2F)no1)NCCN1CCc2ccccc2C1,-5,-0.95,.,-1,7,1,-10,22,-6
COc1ccc(CNC(=O)C2CC(=O)N(c3ccc(OCC(=O)N4CCCCC4)cc3)C2)cc1 (configuration not stated),0,1.5,1,-12,3,1,2,23,0
CCOc1ccc(C(C)(O)CN2CCOCC2)cc1 (configuration not stated),3,-0.09,-4,-23,0,2,7,-45,2
O=C1C2CC=CCC2C(=O)N1c1nc2n(n1)C(c1ccccc1)CC(c1ccccc1)N2 (configuration not stated),1,-0.69,5,-9,1,-3,23,-31,-3
Cn1cccc1C(=O)C(=O)Nc1cccc(Cl)c1Cl,-13,0.46,.,-5,-7,2,30,-1,11
COc1cccc(-c2cc(C(=O)Nc3cc(C)nn3-c3ccccc3)no2)c1,-7,1.2,-64,-21,-2,2,.,-6,3
COC(=O)c1ccc(CS(=O)(=O)c2ccc(C)cc2)cc1,-5,0.14,-1,-20,-10,3,-2,1,10
COC(=O)c1ccccc1NC(=O)NC1CCN(Cc2ccccc2)CC1,-2,-0.4,8,-24,2,1,-18,-24,-6
O=C(COc1ccc(/C=N/NS(=O)(=O)c2ccccc2)cc1)Nc1ccccc1,-4,.,.,-38,5,-2,-6,-25,-1
O=C(c1cccc(Cl)c1)N1CCN(C(=O)c2ccccc2F)CC1,6,0.62,2,-7,-14,1,10,-7,13
CCCN1CCN(CCCNC(=O)C2CCCN(c3nc4ccc(OCC)cc4s3)C2)CC1 (configuration not stated),-4,-0.89,-4,0,2,1,-4,-56,-4
CN=C(Nc1cc(Cl)ccc1Cl)SC1CC(=O)N(c2ccc(C(=O)OC)cc2)C1=O (configuration not stated),-12,0.04,.,0,9,-6,18,2,-4
O=C(CSc1nnnn1C1CCCCC1)NCc1ccc2c(c1)OCO2,-2,0.47,-7,-18,-9,2,-8,13,7
CCCCn1c(SCC(=O)NCCc2ccc(OC)c(OC)c2)nc2c1c(=O)n(C)c(=O)n2C,30,-0.21,-1,-12,6,2,0,-16,-7
O=C(c1ccccc1)N1CCC(c2nc(-c3ccc(S(=O)(=O)N4CCOCC4)cc3)no2)CC1,9,2.1,-14,-11,-7,-4,-7,.,5
O=S(=O)(NCCc1ccncc1)c1ccc(Br)cc1,16,0.29,-4,-6,-11,-1,3,-136,14
COc1ccc2c(c1)c(C(=O)CN1CCOCC1)c(C)n2C,20,1.5,7[fluorescence artefact?],2,-10,0,-7,.,6
O=C(CSc1nc(-c2ccco2)cc(C(F)(F)F)n1)Nc1ccc(C(=O)N2CCOCC2)cc1,-2,-0.05,2,-18,-4,-2,1,-15,1
Nc1ccc(S(=O)(=O)Nc2ccc(S(N)(=O)=O)cc2)cc1,15,0.3,-10,-16,7,-10,.,-78,-8
CC(C)n1c(NCc2c[nH]c3ccccc23)nc2ccccc21,-1,0.18,4,-20,1,6,16,-2,2
COc1ccc(C(=O)Nc2ccccc2)cc1S(=O)(=O)Nc1cc(C)on1,7,0.9,-1,-1,3,-1,-5,-7,-4
O=C(c1ccc(Br)o1)N1CCN(Cc2ccc3c(c2)OCO3)CC1,-48,2,5[fluorescence artefact?],-48,-1,0,12,-5,-1
Cc1ccc(-n2c(SCC(=O)Nc3ccc4c(c3)OCO4)nnc2-c2cccs2)cc1,5,-1.8,85*[fluorescence artefact?],-38,-5,-12,10,-1,0
O=C(O)CN=C(NS(=O)(=O)c1ccc(Cl)cc1)c1ccccc1,-1,1.2,-10,-7,-2,-4,.,18,4
COc1ccc(N(Cc2cc3ccccc3[nH]c2=O)C(=O)C2CCCO2)cc1 (configuration not stated),0,0.61,-3,-1,1,2,11,10,-1

# Part of the list above, as tab-separated lines:
compound	VCAM1 TNFa inh	PTK2B oligo ant	ERa coact inh	TNFa cytotox	PTPN22 inh 2	FAK blocker	F-actin modifier	HUVEC tox IL1B	PTPN22 act
COc1cccc(-c2cc(C(=O)Nc3cc(C)nn3-c3ccccc3)no2)c1	-7	1.2	-64	-21	-2	2	.	-6	3
COC(=O)c1ccc(CS(=O)(=O)c2ccc(C)cc2)cc1	-5	0.14	-1	-20	-10	3	-2	1	10
COC(=O)c1ccccc1NC(=O)NC1CCN(Cc2ccccc2)CC1	-2	-0.4	8	-24	2	1	-18	-24	-6
O=C(COc1ccc(/C=N/NS(=O)(=O)c2ccccc2)cc1)Nc1ccccc1	-4	.	.	-38	5	-2	-6	-25	-1

# Next records.
SMILES,VCAM1 TNFa inh,PTK2B oligo ant,ERa coact inh,TNFa cytotox,PTPN22 inh 2,FAK blocker,F-actin modifier,HUVEC tox IL1B,PTPN22 act
CCOc1cc(C(=O)O)cc(Cl)c1OCC#N,32,-0.89,11,17,-4,-1,-11,-21,0
CC(C)C(=O)c1cn(CC(=O)NCC2CCCO2)c2ccccc12 (configuration not stated),-4,0.01,-4,8,-6,4,21,9,3
C/C(=C1/SC(N2CCCC2)=NC1=O)c1ccc(Br)cc1,11,-1.7,15[fluorescence artefact?],-23,2,-4,8,-16,-4
C=C(C)CC(NCc1ccco1)c1ccc(OC)cc1 (configuration not stated),7,-0.19,-8,9,12,9,-2,15,-10
Oc1ccc2ccccc2c1N=Nc1ccccn1,22,-2.9,.,-5,-8,7,7,14,5
O=C(CN1CCN(Cc2ccc3c(c2)OCO3)CC1)N1CCc2[nH]c3ccc(F)cc3c2C1,6,0.17,1,-4,-18,2,-8,-18,16
O=S(=O)(Cc1ccccc1)Nc1ccc(S(=O)(=O)NCC2CCCO2)cc1 (configuration not stated),-2,1.2,14,-23,-5,-1,-1,-7,5
Cc1cccc(C)c1NC(=O)C1(N(Cc2ccco2)C(=O)c2ccccn2)CCCC1,-4,0.44,14,-24,3,0,3,-15,-8
CCOC(=O)CSc1ncc(-c2ccccc2)nn1,-1,1.7,5,0,2,0,-7,-17,-2
Cc1cc(S(=O)(=O)N(Cc2ccc3c(c2)OCO3)CC2CCCO2)ccc1-n1cnnn1 (configuration not stated),-2,0.38,5,-4,8,1,0,-2,-10
COC(=O)c1ccc(NC(=O)CN2CCN(c3cccc(Cl)c3)CC2)cc1,-11,1.2,-6,-11,0,4,10,2,1
CCc1ccc(-c2nn(Cc3ccccc3)cc2/C=C/C(=O)O)cc1,2,0.37,-2,-1,5,-4,-21,2,-2
CC(=O)c1c(C)[nH]c(C(=O)Nc2cc(C)cc(C)c2)c1C,-9,0.81,-8,-13,-1,2,3,-8,4
Cc1ccc(-c2nnc(N3CCN(C(=O)CN4C(=O)c5ccccc5C4=O)CC3)c3ccccc23)cc1,3,1.2,58*,-3,-3,-5,6,-63,5
Cc1nc(SCC(=O)c2ccc(F)cc2)c([N+](=O)[O-])[nH]1,-9,-0.61,.,-24,-1,1,-1,-8,6
CCOc1cc(CNC(C)(C)CO)cc(Br)c1OCc1ccc(Cl)cc1Cl,-36,0.53,.,-21,17,7,-1,40,-14
COc1ccc(OC)c(NC(=O)Nc2cccc3ccccc23)c1,-1,0.01,3,-14,5,1,.,3,-1
N#Cc1ccccc1Sc1ccccc1N,18,-0.08,.,-1,-9,3,-14,-46,11
CCCN1C(=O)c2ccccc2NC1c1ccc(OC)cc1O (configuration not stated),-1,0.04,-1,38,1,7,-26,-3,-4
O=C(CSc1nnc(Cc2ccc3c(c2)OCO3)n1C1CCCCC1)NC1CCCC1,10,0.17,0,-16,-7,2,2,-8,1
COc1ccc(S(=O)(=O)Cc2ccc(C(=O)N3CCN(c4cc(Cl)ccc4C)CC3)o2)cc1,-2,.,1,-26,-1,11,17,-45,-1
CCOC(=O)Cn1c(=NC(=O)CSC(C)=O)sc2cc(F)ccc21,-10,.,18[fluorescence artefact?],-1,-10,-7,16,-36,10
Cn1c(CCN2CCOCC2)nc2cc(NC(=O)COc3ccccc3)ccc21,9,0.01,10[fluorescence artefact?],-47,2,-2,5,-13,-3

# Bioassay records as filed in PubChem.
